# MEKK2 WT-MEK5 = raises or lowers MEK5 binding to wildtype human MEKK2 PB1 domain | 290,000 tested, 1.1% active | bead flow cytometry, Alexa488-MEK5 binding to MEKK2 WT; actives lie on both sides | binding response (% of control), % at 10 µM; in the data active = binding response below about 67% or above about 130%
# GPR7 antag = blocks human GPR7 receptor signaling | 290,000 tested, 1.1% active | AID 1861 | inhibition, % at 4.4 µM | GPR7-expressing cells, fluorescence antagonist assay | P48145; in the data active = inhibition above about 16%, passing the limit was not always enough;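 note: cells stimulated with the agonist NPW; 0% = agonist with vehicle and 100% = vehicle without agonist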
# Target sequence (P48145 whole entry, looked up): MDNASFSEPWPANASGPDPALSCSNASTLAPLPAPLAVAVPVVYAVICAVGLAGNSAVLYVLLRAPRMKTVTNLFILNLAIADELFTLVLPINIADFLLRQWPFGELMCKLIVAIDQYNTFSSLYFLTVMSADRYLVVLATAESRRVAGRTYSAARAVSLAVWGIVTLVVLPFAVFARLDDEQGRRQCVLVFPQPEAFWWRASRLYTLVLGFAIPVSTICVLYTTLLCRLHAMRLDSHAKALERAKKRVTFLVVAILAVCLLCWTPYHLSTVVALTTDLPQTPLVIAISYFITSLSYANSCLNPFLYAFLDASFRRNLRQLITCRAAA
# OXTR agonist = activates the human oxytocin receptor; activation, % at 3 µM; AID 2435; 320,000 tested, 0.32% active; CHO-OTR cells, Fluo-8 calcium fluorescence; normalized: DMSO 0%, oxytocin 100%;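 active = activation above the mean of all tested compounds plus 3 SD, cutoff set per screening run, cut at about 20% in these data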;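 note: peak over basal fluorescence ratio from a 100 s FLIPR kinetic read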
# PHOSPHO1 inh = PHOSPHO1 (human) inhibition; Q8TCT1; recombinant PHOSPHO1, absorbance phosphatase assay; inhibition, % at 13.3 µM; 290,000 tested, 1.1% active; AID 1565; in the data active = inhibition above about 60%
# Target sequence (Q8TCT1 whole entry, looked up): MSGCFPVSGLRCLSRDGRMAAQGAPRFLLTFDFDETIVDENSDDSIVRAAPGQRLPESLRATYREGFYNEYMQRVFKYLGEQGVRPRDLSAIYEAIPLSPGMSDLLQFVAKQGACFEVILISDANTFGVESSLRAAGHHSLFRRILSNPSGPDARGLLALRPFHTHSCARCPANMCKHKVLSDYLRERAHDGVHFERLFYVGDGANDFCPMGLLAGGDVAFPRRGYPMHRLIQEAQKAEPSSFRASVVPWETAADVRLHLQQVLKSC
# MEKK3 PB1 HTS = modulators (inhibitors or enhancers) of MEK5 binding to human MEKK3 PB1 domain. binding response (% of control), % at 10 µM. 290,000 tested, 1.4% active. bead-based flow cytometry, Alexa488-MEK5 binding to MEKK3; actives lie on both sides; 0 = blocked by unlabeled MEK5, 100 = vehicle;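 active = binding response more than 3 SD above or below the average of its plate-row segment, actives on both sides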;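 note: Alexa488 bead fluorescence after subtracting the streptavidin-only scavenger bead signal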
# NALP1 inh = NALP1 inhibition | inhibition, % at 10 µM | AID 2071 | S. cerevisiae NALP1/ASC/caspase-1 growth, X-gal OD620, 72 h | 280,000 tested, 0.61% active; in the data active = inhibition mostly above about 24%, no sharp cut-off; inactive = mostly below about 32%; note: some compounds called inactive have numbers as strong as hits
# MEKK2 mut-MEK5 = signal of MEK5 binding to mutant human MEKK2 PB1 domain. AID 1530. percent response, % at 10 µM. bead flow cytometry, Alexa488-MEK5 binding to MEKK2 mutant. 290,000 tested, 0.35% active; in the data active = percent response above about 24%, passing the limit was not always enough; note: inactives centre near 1; some results filed as inactive read as strong as hits; reference of the scale not given here
# V1aR counter = counter-screen for oxytocin receptor agonists: human V1a receptor agonists; CHO-V1R cells, Fluo-8 calcium fluorescence, agonist mode; 0% DMSO, 100% 3 nM vasopressin; 320,000 tested, 0.25% active; activation, % at 3 µM;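 active = activation above the mean activation of all tested compounds plus 3 SD, per screening run, cut at about 20% in these data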;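 note: signal is peak over basal fluorescence ratio across a 100 second FLIPR read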
# Target sequence (P37288 whole entry, looked up): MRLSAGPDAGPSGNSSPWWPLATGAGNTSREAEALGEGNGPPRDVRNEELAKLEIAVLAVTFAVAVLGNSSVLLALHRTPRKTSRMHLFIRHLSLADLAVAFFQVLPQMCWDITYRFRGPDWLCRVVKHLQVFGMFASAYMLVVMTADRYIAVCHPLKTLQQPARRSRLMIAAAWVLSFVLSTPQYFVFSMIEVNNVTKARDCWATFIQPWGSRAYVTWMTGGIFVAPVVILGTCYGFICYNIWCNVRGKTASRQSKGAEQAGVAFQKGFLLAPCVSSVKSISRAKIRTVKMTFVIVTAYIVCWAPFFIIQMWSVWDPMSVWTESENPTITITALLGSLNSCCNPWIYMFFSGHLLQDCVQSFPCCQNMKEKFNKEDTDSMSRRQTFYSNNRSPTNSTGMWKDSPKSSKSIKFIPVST
# GalR3 antag = human GalR3 antagonism; O60755; HEK293 GalR3-CNG cAMP membrane potential fluorescence; galR3 body fused to GalR1 C-terminus; inhibition, % at 3 µM; 360,000 tested, 0.44% active;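 active = inhibition above the screen-wide average plus 3 SD, cut at about 13% in these data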;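 note: forskolin and galanin both at EC90 stimulate the cells; cAMP rise reported by CNG channel membrane potential dye signal; 0% = forskolin plus galanin with DMSO and 100% = forskolin alone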
# Starred values were filed as active, the others as inactive; . = no result given.
SMILES	MEKK2 WT-MEK5	MEKK2 mut-MEK5	GPR7 antag	MEKK3 PB1 HTS	NALP1 inh	V1aR counter	PHOSPHO1 inh	GalR3 antag	OXTR agonist
COc1ccc(OC)c(NC(=O)CSc2nnc(-c3ccco3)n2-c2ccc(C(=O)O)cc2)c1	109	3	-9	106	-1	-1.1	20	-5	-0.8
COc1ccc(C2/C=C\CN(C(=O)c3ccccc3)CC(=O)N2Cc2ccc(F)cc2)cc1 (configuration not stated)	88	1	.	101	18	0.1	18	-2	-0.6
O=C(Nc1ccc2oc(Cc3ccc(Cl)cc3)nc2c1)c1cccnc1	103	5	16	103	42	3.6	4	-5	5.3
CCOc1ccc(OCC)c(NC(=O)CSc2nnc(-c3cccnc3)o2)c1	100	-3	-6	99	8	0.9	6	1	1.6
O=C(Cn1cnc([N+](=O)[O-])n1)N/N=C/c1ccc2ccccc2c1	100	10	2	98	20	2.3	1	-4	-0.2
C[C@H](NC(=O)[C@@H]1Cc2ccccc2CN1C(=O)OC(C)(C)C)C(=O)NCc1ccco1	103	1	-17	98	-2	-0.3	37	4	0.1
COc1ccc(C(CC(=O)O)NC(=O)c2sc3ccccc3c2Cl)cc1 (configuration not stated)	101	3	6	100	2	0.1	-4	-6	0.8
CCCC(=O)Nc1ccc(C2C(=O)c3ccccc3C2=O)cc1	109	5	-1	105	7	1.0	34	-10	0.6
CC(C)=C1C2CCC1C1C(=O)N(c3ccc(C)c(C)c3)C(=O)C21 (configuration not stated)	100	-1	-16	98	38	-0.3	26	0	-2.1
CCS(=O)(=O)N1CCCC(C(=O)NCCc2ccc(OC)c(OC)c2)C1 (configuration not stated)	97	8	-10	100	10	0.1	17	-1	0.2
NS(=O)(=O)c1ccc(NC(=S)NC(=O)c2ccc(-c3ccccc3)cc2)cc1	104	0	9	106	14	-0.2	0	1	-2.6
FC(F)(F)c1ccccc1N/N=C/c1cccnc1	94	-5	-11	102	10	-0.2	2	-1	-1.1
Cc1cccc(-c2nnc3n2N=C(c2ccccc2)CS3)c1	94	-3	-12	100	-4	0.9	14	-3	0.3
Cc1onc(-c2ccccc2)c1C(=O)NNC(=S)NC(=O)/C=C/c1cccs1	121	19	-9	113	8	24*	-24	-11	29*
Cc1cc(C)c(C)c(S(=O)(=O)NCC(=O)Nc2ccc(F)cc2)c1C	100	2	-2	98	20	3.0	33	-5	0.4
CCOCCc1nnc(NC(=O)C2CCN(C(=O)c3ccco3)CC2)s1	103	3	-18	102	-34	1.2	40	2	0.3
C/C(=N/NS(=O)(=O)c1cccc([N+](=O)[O-])c1)c1ccc2c(c1)OCO2	101	2	-16	101	-3	.	36	-5	.
CCCCC(=O)N(Cc1nc2sc(C)c(C)c2c(=O)[nH]1)C1CCCC1	102	3	-2	107	1	-0.1	6	-8	-0.9
c1ccc(SCCCCN2CCOCC2)cc1	111	12	-4	107	1	0.3	45	-3	0.6
CC(=O)N(c1c(C)n(C)n(-c2ccccc2)c1=O)C1(C(=O)NC2CCCCC2)CCCCC1	93	-6	-7	93	-1	0.3	6	-4	-0.3
CCOC(=O)/C(C#N)=C/Nc1cc(F)ccc1C	97	-4	-11	98	5	0.2	12	-4	-2.3
CN(C)CCCNC(=O)c1cc(C(=O)c2ccc(F)cc2)c[nH]1	99	-1	-6	101	-8	1.0	28	-9	0.2
Cc1nsc(Nc2ccccc2)c1C#N	99	-4	-8	98	-6	0.5	4	-2	0.2
COc1ccccc1NC(=O)CCSc1nnnn1C	.	.	-8	.	-3	-0.2	13	-3	-0.1
CN(C)CCN1C(=O)C(O)=C(C(=O)c2cc3ccccc3o2)C1c1cccc(Br)c1 (configuration not stated)	101	4	4	100	-6	1.1	-15	-3	-0.4
Cc1cc(C)cc(NC(=O)/C(C#N)=C/c2cn(CC(=O)NCc3ccco3)c3ccccc23)c1	93	11	-4	94	7	-0.5	7	-2	-1.7
CSCCC(NC(N)=O)C(=O)NCc1ccc(Cl)cc1 (configuration not stated)	99	-2	-3	101	42	-0.4	17	-3	-1.1
CCCCC(=O)NC(Nc1cc(C)ccn1)(C(=O)OCC)C(F)(F)F (configuration not stated)	101	-3	14	99	6	-1.6	-30	-3	-2.6
COc1ccccc1OCC(=O)Nc1ccccc1C(=O)N1CCCCC1	107	8	-7	104	14	-0.3	18	-1	-0.8
COCCn1cnc2c1c(=O)n(Cc1cc(C(C)=O)ccc1OC)c(=O)n2Cc1ccccc1	98	-4	-6	103	21	1.0	43	-8	1.5
CCOC(=O)N1CCN(C2CC(=O)N(c3ccccc3)C2=O)CC1 (configuration not stated)	94	-1	-5	95	21	0.6	-26	2	-0.2
CCOC(=O)C1CCN(C(=O)CCNC(=O)c2cc(OC)c(OC)c(OC)c2)CC1	103	3	0	102	4	0.2	6	4	0.2
CCN=C(NCC)SC1CC(=O)N(c2cccc(OCC)c2)C1=O (configuration not stated)	.	.	-22	.	14	0.2	-11	2	0.4
CCOC(=O)Cn1cc(/C=C(/C#N)C(=O)NC(C)C)c2ccccc21	95	-8	-2	101	7	1.1	17	1	-1.9
NC(=O)CCn1c2ccccc2c2ccccc21	70	-19	12	76	4	0.0	10	-8	0.0
O=C(O)C1CCCN1C(=O)NC1CCCCC1 (configuration not stated)	115	10	2	111	21	-0.3	13	-9	0.0
CCN(c1ccc(OC)cc1)S(=O)(=O)c1ccc2c(c1)CCN2C(=O)CCC(=O)O	99	-4	-13	97	.	0.0	27	-7	1.3
O=C(CCCn1c(=O)c2ccccc2n(Cc2cccc(F)c2)c1=O)NC1CCN(Cc2ccccc2)CC1	107	3	-8	102	10	-0.7	18	-7	0.1
O=C(CNC(=O)c1ccccc1Cl)OCC(=O)N1CCc2ccccc21	100	-4	-16	102	13	-1.4	5	-2	-2.5
CCOc1ccc(N(C(C)C(=O)Nc2ccc(OC)cc2)S(C)(=O)=O)cc1 (configuration not stated)	104	3	6	103	-19	0.3	14	-5	0.9

# Two entries from above, with values under each structure:
# Order of values – MEKK2 WT-MEK5	MEKK2 mut-MEK5	GPR7 antag	MEKK3 PB1 HTS	NALP1 inh	V1aR counter	PHOSPHO1 inh	GalR3 antag	OXTR agonist
C/C(=N/NS(=O)(=O)c1cccc([N+](=O)[O-])c1)c1ccc2c(c1)OCO2
  101	2	-16	101	-3	.	36	-5	.
CCCCC(=O)N(Cc1nc2sc(C)c(C)c2c(=O)[nH]1)C1CCCC1
  102	3	-2	107	1	-0.1	6	-8	-0.9

# (cont.)
SMILES	MEKK2 WT-MEK5	MEKK2 mut-MEK5	GPR7 antag	MEKK3 PB1 HTS	NALP1 inh	V1aR counter	PHOSPHO1 inh	GalR3 antag	OXTR agonist
CCCS(=O)(=O)N1CCN=C1SCc1ccc(C)cc1	89	-14	-19	100	0	0.1	19	-4	-1.4
CCOc1ccc(/C=C(/NC(=O)c2ccccc2)C(=O)NCCC(=O)O)cc1	84	-11	-8	101	2	0.9	40	0	0.7
COc1ccc(S(=O)(=O)N(CC(=O)NC2CC2)c2ccc(C)cc2)cc1	99	2	-11	99	6	2.0	23	-5	-0.2
CCOC(=O)CSc1nc(C(C)(C)C)nc2ccccc12	108	6	-8	108	6	-1.5	3	-7	-2.7
C=COCCNC(=O)Nc1ccc(Cl)c(Cl)c1	98	-2	-1	101	2	1.6	-17	-10	0.7
Clc1ccc(CSc2snnc2-c2ccccc2)cc1	98	-1	7	105	37	0.3	-4	-8	-0.2
CSc1ccc(/C=N/NC(=O)c2ccc(C)c(C)c2)cc1	103	2	3	105	16	-1.2	7	-8	-2.7
CC(Sc1nc(N)cc(=O)[nH]1)C(=O)NC1CCCCC1 (configuration not stated)	102	3	0	105	2	-0.3	15	0	-0.9
Cc1ccccc1Oc1nc(-c2ccccn2)nc2ccccc12	100	-6	5	100	9	2.0	-10	-8	-4.0
C=CCn1c(=O)[nH]c2cc(C(=O)N3CCN(c4cccc(Cl)c4)CC3)ccc2c1=O	.	.	-20	.	6	6.5	23	-5	5.5
COc1ccc(CNCc2ccc3c(c2)OCO3)cc1Br	104	8	-1	95	15	5.6	18	-10	3.6
O=C(Nc1ccc([N+](=O)[O-])cc1)C(Cc1ccccc1)N1C(=O)c2cccc3cccc(c23)C1=O (configuration not stated)	93	-3	-16	100	-26	0.1	56	-6	-0.5
CCc1cccc(OCC(=O)Nc2ccc(S(=O)(=O)Nc3ccccn3)cc2)c1	100	-2	-10	103	7	3.7	-3	-5	2.2
Cc1ccc(NC(=O)Cc2ccc3c(c2)OCCO3)cc1S(=O)(=O)N1CCCCC1	91	-12	-1	93	.	3.1	19	-6	3.6
Cc1ccccc1OCCOc1ccc([N+](=O)[O-])cc1/C=N/n1cnnc1	91	-6	17	95	6	-0.7	-28	-8	-0.7
COc1ccccc1-c1cc(C(=O)NCCCn2ccnc2)no1	115	7	-10	110	27	-0.5	24	-3	-1.1
COc1cc(C(=O)NC(C)c2cnn(-c3ccccc3C)c2C)cc(OC)c1OC (configuration not stated)	100	-9	-7	106	27	0.7	-22	-2	-0.3
Cc1ccc(-c2c(C(=O)N/N=C/c3c[nH]c4ccccc34)nnn2-c2nonc2N)cc1	92	-2	10	100	13	1.4	22	-12	0.9
CC(=O)N(Cc1ccccc1)Cc1cn(CCC#N)nc1-c1cccc([N+](=O)[O-])c1	100	3	-10	99	6	0.3	51	-3	0.1
CCCCN(C(=S)NC(=O)c1cc(OC)c(OC)c(OC)c1)c1c(N)n(Cc2ccccc2)c(=O)[nH]c1=O	73	-5	-5	87	37	1.1	-16	-6	-0.7
CC(=O)C1=C(O)C(=O)N(c2ccc(O)cc2)C1c1cccc([N+](=O)[O-])c1 (configuration not stated)	101	3	10	101	13	2.4	.	-6	2.7
COc1cccc2cc(C(=O)Nc3cccc(C)n3)c(=O)oc12	.	.	.	.	4	0.9	13	.	0.5
CCC(C)[C@H](N)c1cn([C@@H](Cc2cc3ccccc3[nH]2)C(=O)N2CCNCC2)nn1 (some centres not stated)	151*	34	-6	92	10	1.1	-24	-4	0.1
CN(CC(=O)NCc1ccco1)S(=O)(=O)c1cccc2cccnc12	108	5	-15	104	-14	1.4	4	0	0.6

# Some of these compounds in order of SMILES length, falling:
SMILES	MEKK2 WT-MEK5	MEKK2 mut-MEK5	GPR7 antag	MEKK3 PB1 HTS	NALP1 inh	V1aR counter	PHOSPHO1 inh	GalR3 antag	OXTR agonist
CCCCN(C(=S)NC(=O)c1cc(OC)c(OC)c(OC)c1)c1c(N)n(Cc2ccccc2)c(=O)[nH]c1=O	73	-5	-5	87	37	1.1	-16	-6	-0.7
Cc1ccc(-c2c(C(=O)N/N=C/c3c[nH]c4ccccc34)nnn2-c2nonc2N)cc1	92	-2	10	100	13	1.4	22	-12	0.9
CC(=O)C1=C(O)C(=O)N(c2ccc(O)cc2)C1c1cccc([N+](=O)[O-])c1 (configuration not stated)	101	3	10	101	13	2.4	.	-6	2.7

# Remaining list, next part
SMILES	MEKK2 WT-MEK5	MEKK2 mut-MEK5	GPR7 antag	MEKK3 PB1 HTS	NALP1 inh	V1aR counter	PHOSPHO1 inh	GalR3 antag	OXTR agonist
O=C(COC(=O)CCC(=O)c1cccs1)NCc1ccc(Cl)cc1	92	-6	-7	95	22	-0.2	12	-7	-2.1
O=CN1CCN(C(=O)c2cc3cc(Cl)ccc3[nH]2)CC1	110	5	-13	109	6	-0.6	3	-1	0.5
Cc1onc(-c2ccccc2)c1C(=O)Nc1ccnn1C1CCCCC1	102	2	-13	112	32*	-0.9	14	0	-1.9
O=C(NCc1nnc(SCC(=O)N2CCOCC2)o1)c1c(F)cccc1Cl	95	0	-9	98	2	-0.6	-10	-1	-0.3
Nc1nc2n(n1)C(c1cccs1)CC(c1ccc(Br)cc1)N2 (configuration not stated)	95	1	-2	100	-4	-0.1	23	-5	-0.1
CCN(CC(=O)Nc1cccc(C(C)=O)c1)S(=O)(=O)c1ccc(OC)cc1	108	11	-18	112	1	1.9	29	5	1.1
O=C(NC1CC1)c1cc2c(F)cccc2s1	95	-6	-14	100	19	0.0	53	-8	-1.8

# Source: PubChem (several laboratories)
